PfG6PD inh: PfG6PD (Plasmodium falciparum) enzyme inhibition; PfGluPho enzyme, NADPH resazurin-diaphorase fluorescence; inhibition, % at 20 µM; hit rate 0.78% among 350,000; AID 504690;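 active = inhibition reaching at least a set limit at 20 µM in the primary screen, cut at about 59% in these data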;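 also: 0% = DMSO wells with substrate and 100% = DMSO wells lacking glucose-6-phosphate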
GRIN3A LBD mod: modulates the human NR3A ligand-binding domain | Tm shift relative to glycine control, % at 25 µM | hit rate 2.5% among 340,000 | NR3A LBD differential scanning fluorimetry, Tm shift; 0% = protein alone, 100% = glycine-bound protein;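 active = melting temperature shift of at least 10% of the positive control shift, at one fixed dose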
ATG4B inhibitor: ATG4B (human) cysteine protease inhibition; Q9Y4P1; ATG4B cleavage of LC3-PLA2, NBD-HPC fluorescence, 1 h; inhibition, % at 8.33 µM; hit rate 0.51% among 340,000; in the data active = inhibition above about 40%
MPTP inh: inhibitors of mitochondrial permeability transition pore | hit rate 1.4% among 360,000 | inhibition, % at 10 µM | isolated mouse mitochondria, Ca2+ swelling absorbance, 30 min | AID 602449;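 active = inhibition of 50% or more, scaled per plate between neutral and stimulator controls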;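 also: 0% = DMSO wells given calcium and 100% = 1 mM EGTA wells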
SENP6 inh: SENP6 protease inhibition; Q9GZR1; Recombinant SENP6 catalytic domain, aminoluciferin luminescence; inhibition, % at 10 µM; hit rate 1.8% among 330,000; AID 2599;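 active = inhibition above about 50% at the single tested dose, limit read from the data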;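 also: plate controls were DMSO wells with enzyme for no effect and DMSO wells lacking enzyme for full effect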
Target sequence (Q9GZR1 628-1112 limits assumed): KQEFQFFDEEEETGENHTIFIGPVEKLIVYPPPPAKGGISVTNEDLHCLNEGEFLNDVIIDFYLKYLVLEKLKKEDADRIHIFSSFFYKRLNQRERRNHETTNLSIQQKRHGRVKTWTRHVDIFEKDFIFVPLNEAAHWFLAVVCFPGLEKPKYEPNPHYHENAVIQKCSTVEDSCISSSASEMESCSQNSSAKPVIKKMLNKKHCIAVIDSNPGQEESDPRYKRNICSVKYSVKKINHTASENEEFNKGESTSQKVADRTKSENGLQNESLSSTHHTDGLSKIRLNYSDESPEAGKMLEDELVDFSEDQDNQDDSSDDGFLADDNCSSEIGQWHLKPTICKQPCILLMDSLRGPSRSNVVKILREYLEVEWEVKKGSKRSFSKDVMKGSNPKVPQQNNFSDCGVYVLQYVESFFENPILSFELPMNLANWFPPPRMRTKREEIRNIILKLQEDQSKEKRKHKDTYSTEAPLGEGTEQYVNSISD
HKDC1 inh: blocks human hexokinase HKDC1 activity; recombinant HKDC1, G6PDH/diaphorase resazurin coupled fluorescence; hit rate 0.16% among 340,000; Q2TB90; inhibition, % at 20 µM;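 active = inhibition above about 35% when tested at 20 µM, limit read from the data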;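 also: plate controls were DMSO wells with enzyme for no effect and DMSO wells lacking enzyme for full effect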
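Assay system – recombinant HKDC1 (HK5) hexokinase enzyme, produced in-house · Input – HKDC1 at 5 µg/mL · Reagent – glucose plus 1 mM ATP as hexokinase substrates · Timing – 90 min reaction incubation at room temperature, dark · Measured by – G6PDH/diaphorase-coupled fluorescence, 1 mM NADP, 100 µM resazurin, 525/613 nm · Benchmarks – DMSO-enzyme wells negative, buffer-substituted wells positive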
SENP8 block: inhibitors of human SENP8 protease; Q96LD8; recombinant SENP8, Nedd8 substrate fluorescence; inhibition, % at 20 µM; hit rate 0.64% among 360,000; AID 602440; in the data active = inhibition mostly above about 40%, no sharp cut-off; inactive = mostly below about 27%
Target sequence (Q96LD8 whole entry, looked up): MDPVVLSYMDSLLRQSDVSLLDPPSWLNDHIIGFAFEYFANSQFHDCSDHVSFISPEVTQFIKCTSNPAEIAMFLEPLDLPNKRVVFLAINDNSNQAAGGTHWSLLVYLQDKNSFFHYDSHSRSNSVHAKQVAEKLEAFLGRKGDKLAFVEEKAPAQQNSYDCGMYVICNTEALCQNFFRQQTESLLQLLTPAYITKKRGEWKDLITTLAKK
SENP7 block: blocks the human protease SENP7; recombinant SENP7, Z-RLRGG-aminoluciferin luminescence, 40 min; inhibition, % at 5 µM; hit rate 1.5% among 330,000;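 active = inhibition above about 50% at the single test dose, limit read from the data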;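 also: plate controls were DMSO with enzyme for no effect and no enzyme buffer wells for full effect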
Target sequence (Q9BQF6 706-1050 limits assumed): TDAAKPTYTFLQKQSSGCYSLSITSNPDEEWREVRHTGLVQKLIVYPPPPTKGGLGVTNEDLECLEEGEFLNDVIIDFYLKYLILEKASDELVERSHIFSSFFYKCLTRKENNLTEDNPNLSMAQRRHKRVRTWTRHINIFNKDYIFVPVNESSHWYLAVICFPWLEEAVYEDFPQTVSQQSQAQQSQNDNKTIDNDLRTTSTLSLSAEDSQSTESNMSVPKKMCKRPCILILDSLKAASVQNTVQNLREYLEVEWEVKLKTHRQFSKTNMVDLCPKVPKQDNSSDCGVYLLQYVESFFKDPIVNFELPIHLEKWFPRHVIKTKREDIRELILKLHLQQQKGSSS
Numbers without * were called inactive; x = not tested or not shown; & = joins results of further samples.

Screens by letter: A = PfG6PD inh; B = GRIN3A LBD mod; C = ATG4B inhibitor; D = MPTP inh; E = SENP6 inh; F = HKDC1 inh; G = SENP8 block; H = SENP7 block
> CC1=CC(C)C2C(=O)N(CCC[N+](C)(C)C)C(=O)C2C1 (centres undefined)
  A = 9 | B = 4 | C = -1 | D = -2.1 | E = -1 | F = -7 | G = 17 | H = 6

> CC(=O)N/C(=C/c1ccc(OS(=O)(=O)c2ccc(C)cc2)cc1)C(=O)NCCCO
  A = 14 | B = 3 | C = -12 | D = 2.1 | E = -11 | F = -2 | G = -32 | H = -2

> CC1=C/C(=C(/c2ccc(O)c(C)c2)c2ccccc2S(=O)(=O)O)C=CC1=O
  A = -20 | B = 1 | C = 5 | D = 8.8 | E = 18 | F = -2 | G = 21 | H = 12

> Cc1ccc2nc(SCC(=O)Nc3cccc([N+](=O)[O-])c3)[nH]c2c1
  A = 19 | B = 3 | C = 21 | D = 9.7 | E = -20 | F = 0 | G = 22 | H = -7

> CCOC(=O)c1c(NC(=O)CC2Sc3ccc(C(F)(F)F)cc3NC2=O)sc(C)c1C (centres undefined)
  A = 9 | B = -1 | C = 1 | D = 0.9 | E = 1 | F = -9 | G = 0 | H = -3

> CCOC(=O)[C@H]1[C@H]2COc3ccc(Cl)cc3[C@@H]2N2C(=O)[C@@H](CO)NC(=O)[C@@]12C
  A = -21 | B = -1 | C = 13 | D = -0.8 | E = 0 | F = -5 | G = 1 | H = -3

> COc1ccc(NC(=S)NC2CC3CCCC(C2)N3C2CC2)cc1 (centres undefined)
  A = -1 | B = 0 | C = -5 | D = -0.1 | E = 14 | F = -6 | G = 11 | H = 4

> CCOc1ccc(NC(=O)CSc2ccc3nnc(-c4ccccn4)n3n2)cc1
  A = 4 | B = -3 | C = 2 | D = -1.1 | E = -3 | F = 3 | G = 6 | H = 1

> O=C1c2ccccc2S(=O)(=O)N1CC(O)Cn1ccc2ccccc21 (centres undefined)
  A = 5 | B = 0 | C = 13 | D = -5.2 | E = -17 | F = 3 | G = -3 | H = -4

> CC(=O)c1sc(-c2cccc(Cl)c2)nc1C
  A = 6 | B = 3 | C = -8 | D = -3.0 | E = 10 | F = -13 | G = 12 | H = -1

> COc1c(S(=O)(=O)n2nc(C)cc2C)ccc(Cl)c1Cl
  A = 2 | B = -1 | C = 1 | D = 2.6 | E = 1 | F = -2 | G = 28 | H = 0

> CCCc1cc(=O)[nH]c(SCC(=O)NC2CCCCCCC2)n1
  A = -21 | B = 0 | C = 0 | D = -0.8 | E = 5 | F = 4 | G = 16 | H = 1

> COc1ccc(N=C(N(C)C)P(=O)(N(C)C)N(C)C)cc1
  A = -1&-2 | B = -2&1 | C = -9&6 | D = 1.7&0.6 | E = -4 | F = -3&2 | G = 18&23 | H = 3

> CS(=O)(=O)c1ccc(Cl)c(NC(=O)COC(=O)CNC(=O)c2ccc3ccccc3c2)c1
  A = -10 | B = 1 | C = -8 | D = 1.2 | E = -10 | F = -1 | G = 3 | H = -5

> NC(=O)c1c(NC(=O)Cc2cccs2)sc2c1CCC2
  A = 14 | B = -4 | C = -6 | D = -2.7 | E = -1 | F = -1 | G = -129 | H = -5

> C=CCN(c1ccc(C(=O)Nc2cccc([N+](=O)[O-])c2)cc1)S(C)(=O)=O
  A = 5 | B = -5 | C = 0 | D = -0.2 | E = -11 | F = -4 | G = -2 | H = -8

> N/C(=N\c1nc2ccccc2o1)NC(=O)c1ccccc1F
  A = 1 | B = 3 | C = 14 | D = 0.8 | E = -8 | F = -4 | G = 14 | H = 29

> CC(=O)Nc1cccc(NC(=O)c2cc([N+](=O)[O-])ccc2N2CCCCC2)c1
  A = 4 | B = -1 | C = -13 | D = -0.4 | E = -2 | F = -9 | G = 23 | H = 3

> C/C(NC1CCCC1)=C(/C#N)C(N)=O
  A = -3 | B = -1 | C = -4 | D = -1.3 | E = -3 | F = -8 | G = 17 | H = -3

> Cc1ccc(C)c(S(=O)(=O)N2CCN(C(=O)Cc3ccsc3)CC2)c1
  A = -5 | B = -3 | C = 3 | D = -0.5 | E = 0 | F = -4 | G = 1 | H = -6

> O=C(/C=N/O)NCCN1CCCCC1
  A = 4 | B = 1 | C = 2 | D = -1.8 | E = -12 | F = 12 | G = 4 | H = 1

> O=C(CSc1nc2[nH]ncc2c(=O)[nH]1)Nc1ccc(Cl)c(Cl)c1
  A = -36 | B = -3 | C = 2 | D = -0.7 | E = -17 | F = 0 | G = 1 | H = 16

> COc1ccccc1NS(=O)(=O)c1cc(C(=O)NCC(c2ccc(F)cc2)N2CCOCC2)ccc1C (centres undefined)
  A = -13 | B = -2 | C = -9 | D = -1.3 | E = -10 | F = 1 | G = -5 | H = -16

> CCOC(=O)c1cc2ccc(OC)c(OC)c2c(=O)s1
  A = 11 | B = 1 | C = -1 | D = -1.9 | E = 7 | F = -5 | G = -53 | H = -5

> Cc1cccc(OCC(=O)NCCCNC(=O)c2cnccn2)c1
  A = -7 | B = 2 | C = 1 | D = -0.1 | E = 5 | F = -11 | G = 12 | H = -7

> COc1ccccc1-n1c(SCC(=O)N2CCCCC2)nnc1-c1ccccc1O
  A = 20 | B = 0 | C = -5 | D = -0.9 | E = 13 | F = -9 | G = 3 | H = 3

> CC(C)CNC(=O)C(=O)Nc1cc2c3c(c1)CCC(=O)N3CCC2
  A = -19 | B = 0 | C = 5 | D = 0.5 | E = -11 | F = -4 | G = 5 | H = -3

> COc1ccccc1N(Cc1cc(=O)[nH]c2ccccc12)C(C)=O
  A = 10 | B = -1 | C = -6 | D = -0.4 | E = 4 | F = -1 | G = 9 | H = -2

> Cc1cccc(N2CCN(c3ccc(C(N)=O)cc3[N+](=O)[O-])CC2)c1C
  A = 5 | B = -2 | C = 28 | D = 3.6 | E = -4 | F = -10 | G = 16 | H = 10

> O=[N+]([O-])c1ccc(Cc2ccc([N+](=O)[O-])cc2)cc1
  A = 2 | B = 1 | C = -1 | D = 0.4 | E = x | F = -1 | G = 16 | H = x

(further entries)
mol	PfG6PD inh	GRIN3A LBD mod	ATG4B inhibitor	MPTP inh	SENP6 inh	HKDC1 inh	SENP8 block	SENP7 block
CC(NS(=O)(=O)c1ccccc1)C(=O)Nc1ccc(S(N)(=O)=O)cc1 (centres undefined)	11	0	-3	1.8	-10	-6	8	-2
Cc1ccc(C)c(NC(=O)C2CCC(C)(C(=O)O)C2(C)C)c1 (centres undefined)	-11	0	1	0.2	4	-4	9	-3
Cc1ccc2nc(Nc3nc(C)cc(C(F)(F)F)n3)nc(C)c2c1	1	-1	-4	-0.8	1	-2	-15	-13
CC1CCN(c2nc(Cl)nc(Nc3ccc([N+](=O)[O-])cc3)n2)CC1	37	3	-4	48	-17	-1	28	2
CCc1cccc(NC(=O)CN(C)S(=O)(=O)c2cccc3nsnc23)c1	0	-1	-1	0.8	-5	-1	15	3
Cc1ccc(S(=O)(=O)Nc2ccc3c(c2)CCC3)cc1C	5	-3	2	0.7	7	-6	7	5
C=CCNC(=O)N[C@@H](Cc1ccccc1)C(=O)OC	-4	-1	-4	-2.3	-4	-7	21	0
O=C(NC1CCCC1)C(Cc1ccccc1)n1cccc1 (centres undefined)	-2	7	-2	-3.2	-10	-5	17	2
CN(C)S(=O)(=O)c1ccc(C(=O)NC(=O)CSc2ccccc2)cc1	-2	-2	-7	2.9	-11	-11	34	-1
Cc1cc(C)n(-c2ccn(Cc3ccc(Cl)cc3Cl)c(=O)n2)n1	-5	2	9	2.1	3	-9	7	1
CS(=O)(=O)N(CC(=O)Nc1ccccc1C(=O)N1CCOCC1)c1ccc(Cl)cc1	-8	0	-7	-0.4	12	-10	32	0
Cc1cc(OC(=O)c2cccc(F)c2)c([N+](=O)[O-])c(=O)[nH]1	-5	4	14	-0.4	7	-2	22	1
O=C(NCCCc1ccccc1)c1ccc(CS(=O)Cc2ccc(Cl)cc2)o1 (centres undefined)	4	0	-2	-0.8	-2	-4	10	-3
CCn1c(SCC(=O)NCc2ccc3c(c2)OCO3)nnc1-c1cccs1	9	5	15	-0.9	-9	-8	6	-7
Cc1ccc(C)c(NC(=O)c2ccccc2O)c1	7	-6	-3	9.7	22	3	-126	2
COCC1CCN(C(=O)c2cc(COc3ccccc3SC)on2)C1 (centres undefined)	-8	-2	18	-0.2	15	-1	5	-3
CCN=C1SC(C(=O)Nc2cc(Cl)cc(Cl)c2)CC(=O)N1CC (centres undefined)	14	-2	-1	0.0	1	-12	8	3
CNCc1ccccc1OCc1ccccc1F	0	0	-4	-0.6	7	-2	3	-10
COc1ccc(CNC(=O)CC2(CC(=O)O)CCCCC2)cc1	-18	1	4	-0.5	16	2	7	-2
Cc1cc(C)c(S(=O)(=O)NCc2ccccn2)c(C)c1	0	0	1	0.1	22	-4	0	9
CC(Sc1ccccc1)C(=O)NNC(=O)c1csc(N2CCOCC2)n1 (centres undefined)	10	0	4	-1.0	-4	-8	2	-3
CN(CCO)c1cnccn1	-1	0	-2	1.2	-8	-10	-29	-5
O=C(CN1CCN(c2ccccn2)CC1)Nc1ccccc1F	-3	1	-7	-0.8	-6	-3	12	1
C=CCN1C(=O)/C(=C\c2ccc(Cl)cc2)N=C1SCC(=O)NCCC	6	-2	9	-1.3	7	-11	-417	-1
CCOc1ccc(S(=O)(=O)N2CCOCC2)cc1NC(=O)CSC(=S)N1CCCC1	2	-2	6	0.8	-4	-6	13	-2
CN(C)S(=O)(=O)N1CCC(Oc2ccc(C(=O)N3CCCCCCC3)cc2)CC1	-7	-1	17	1.8	-5	4	3	2
CCn1c(=O)c(C(=O)NCc2ccc(Cl)cc2)c(O)c2ccccc21	13	-4	-2	2.7	-13	-5	-12	0
COc1ccc(NC(=O)NNC(=O)CCc2ccc(O)c(O)c2)cc1OC	5	0	0	2.2	-7	-6	-34	-4
O=C(Cn1c(=O)oc2ccccc21)NCCc1ccccc1Cl	-2	-1	-6	-1.3	-20	-3	11	7
O=C(OCC(=O)N(CCc1ccccc1)Cc1ccccc1)c1cc(S(=O)(=O)N2CCOCC2)ccc1F	10	1	-4	0.1	5	2	4	0
CC(C)S(=O)(=O)C/C(N)=N/OC(=O)c1cc(Cl)cc(Cl)c1	9	-1	-4	3.4	1	-3	26	6
O=[N+]([O-])c1ccccc1CNc1ccc(F)c(Cl)c1	-4	-5	21	76*	-11	-7	-274	3
C=CCN1C(=O)SC(Cc2cccc(OC)c2O)C1=O (centres undefined)	-12	-2	-2	-0.1	-7	-3	3	-4
CC(C)N(C(=O)COC(=O)c1ccccc1C(=O)N1CCN(c2ccc(F)cc2)CC1)C(C)C	6	1	2	-0.7	-4	-7	2	-3

By substructure, the compounds so far with fluorine.
mol	PfG6PD inh	GRIN3A LBD mod	ATG4B inhibitor	MPTP inh	SENP6 inh	HKDC1 inh	SENP8 block	SENP7 block
CCOC(=O)c1c(NC(=O)CC2Sc3ccc(C(F)(F)F)cc3NC2=O)sc(C)c1C (centres undefined)	9	-1	1	0.9	1	-9	0	-3
N/C(=N\c1nc2ccccc2o1)NC(=O)c1ccccc1F	1	3	14	0.8	-8	-4	14	29
COc1ccccc1NS(=O)(=O)c1cc(C(=O)NCC(c2ccc(F)cc2)N2CCOCC2)ccc1C (centres undefined)	-13	-2	-9	-1.3	-10	1	-5	-16
Cc1ccc2nc(Nc3nc(C)cc(C(F)(F)F)n3)nc(C)c2c1	1	-1	-4	-0.8	1	-2	-15	-13
Cc1cc(OC(=O)c2cccc(F)c2)c([N+](=O)[O-])c(=O)[nH]1	-5	4	14	-0.4	7	-2	22	1
CNCc1ccccc1OCc1ccccc1F	0	0	-4	-0.6	7	-2	3	-10
O=C(CN1CCN(c2ccccn2)CC1)Nc1ccccc1F	-3	1	-7	-0.8	-6	-3	12	1
O=C(OCC(=O)N(CCc1ccccc1)Cc1ccccc1)c1cc(S(=O)(=O)N2CCOCC2)ccc1F	10	1	-4	0.1	5	2	4	0
O=[N+]([O-])c1ccccc1CNc1ccc(F)c(Cl)c1	-4	-5	21	76*	-11	-7	-274	3
CC(C)N(C(=O)COC(=O)c1ccccc1C(=O)N1CCN(c2ccc(F)cc2)CC1)C(C)C	6	1	2	-0.7	-4	-7	2	-3

Assay outcomes deposited in PubChem BioAssay by Sanford-Burnham Center for Chemical Genomics.
